Bioassay records: PubChem, several laboratories
p97 inhibitor = inhibitors of human p97 ATPase, primary screen, biochemical | Transitional endoplasmic reticulum ATPase (Homo sapiens), P55072 | inhibition, % at 8 µM | 0.42% of 220,000 active | recombinant p97 ATPase, Kinase-Glo ATP luminescence, 3 h; in the data active = inhibition above about 15%;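 also: 0% = DMSO vehicle and 100% = wells lacking enzyme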
NPY-Y1 antag = NPY-Y1 receptor antagonists, primary screen, cell-based; inhibition, % at 3.6 µM; HEK293-CNG Y1 cells, membrane potential fluorescence; NPY at EC95, then isoproterenol; Neuropeptide Y receptor type 1 (Homo sapiens), P25929; 1% of 200,000 active; AID 1040, 2008;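 active = inhibition above the campaign mean inhibition of all tested compounds plus 3 SD, cut at about 20% in these data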;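 also: 0% = DMSO wells given NPY plus isoproterenol and 100% = isoproterenol alone without NPY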
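Benchmarks – high control isoproterenol alone, low control NPY with isoproterenol · Material – HEK293 Y1/CNG channel cell line · Times – dye 3 h, compound 60 min room temperature, stimulation 45 min · Probe or stimulus – NPY (25 nM), isoproterenol (1 µM), Ro 20-1724 (25 µM) · Evaluation – % inhibition of NPY effect · Signal – fluorescence, membrane potential probe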
PGE2 EP2 inh = human EP2 receptor antagonists, primary screen, TR-FRET cAMP, C6 glioma cells. Prostaglandin E2 receptor EP2 subtype (Homo sapiens), P43116. C6 glioma cells expressing human EP2; cells stimulated with saturating PGE2. inhibition, % at 25 µM. 0.52% of 260,000 active;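 active = percent inhibition above 40 after rounding to a whole number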;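 also: rat C6 glioma host cells with rolipram phosphodiesterase inhibitor present; the protocol text gives 20 µM as final concentration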
S1P4 antag = S1P4 receptor antagonists, primary screen, cell-based; inhibition, % at 4.98 µM; Sphingosine 1-phosphate receptor 4 (Homo sapiens), O95977; S1P4-expressing cells, antagonist mode, reporter read-out; AID 1510, 2009; 0.26% of 220,000 active; in the data active = inhibition above about 29%;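 also: 0% = wells stimulated with agonist and 100% = vehicle wells without agonist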
NPY1 pot ag = NPY-Y1 receptor potentiators or agonists, primary screen, cell-based; Neuropeptide Y receptor type 1 (Homo sapiens), P25929; NPY-Y1 expressing cells, potentiator/agonist activation; activation, % at 3.6 µM; 0.37% of 220,000 active; in the data active = activation above about 33%, passing the limit was not always enough;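 also: cells stimulated with NPY at EC10 then isoproterenol at EC100; 0% = low agonist plus stimulus and 100% = saturating agonist plus stimulus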
S1P4 agonist = S1P4 receptor agonists, primary screen, cell-based; S1P4-expressing cell line, agonist reporter assay; activation, % at 4.98 µM; 0.35% of 220,000 active; in the data active = activation above about 11%;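 also: 0% = DMSO vehicle and 100% = reference agonist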
eIF4E 4G PPI = eIF4E–eIF4G protein interaction inhibitors, primary screen, biochemical, uHTS, TR-FRET, eIF4GI fragment | Eukaryotic translation initiation factor 4E (Mus musculus) + Eukaryotic translation … | inhibition, % at 21.7 µM | TR-FRET eIF4E-eIF4GI(517-606) binding, 2 h | 0.37% of 220,000 active;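 active = inhibition above about 30%, limit read from the data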;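 also: 0% = full FRET control wells and 100% = background wells lacking eIF4GI fragment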
Target sequence (P63073 whole entry, looked up, the tested form may be a part): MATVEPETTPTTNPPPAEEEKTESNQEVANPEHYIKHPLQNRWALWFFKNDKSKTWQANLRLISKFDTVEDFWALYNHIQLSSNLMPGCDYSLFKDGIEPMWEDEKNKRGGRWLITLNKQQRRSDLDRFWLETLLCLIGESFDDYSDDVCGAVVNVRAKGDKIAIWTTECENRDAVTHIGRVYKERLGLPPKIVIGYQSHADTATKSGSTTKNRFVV
Target sequence (Q04637 whole entry, looked up, the tested form may be a part): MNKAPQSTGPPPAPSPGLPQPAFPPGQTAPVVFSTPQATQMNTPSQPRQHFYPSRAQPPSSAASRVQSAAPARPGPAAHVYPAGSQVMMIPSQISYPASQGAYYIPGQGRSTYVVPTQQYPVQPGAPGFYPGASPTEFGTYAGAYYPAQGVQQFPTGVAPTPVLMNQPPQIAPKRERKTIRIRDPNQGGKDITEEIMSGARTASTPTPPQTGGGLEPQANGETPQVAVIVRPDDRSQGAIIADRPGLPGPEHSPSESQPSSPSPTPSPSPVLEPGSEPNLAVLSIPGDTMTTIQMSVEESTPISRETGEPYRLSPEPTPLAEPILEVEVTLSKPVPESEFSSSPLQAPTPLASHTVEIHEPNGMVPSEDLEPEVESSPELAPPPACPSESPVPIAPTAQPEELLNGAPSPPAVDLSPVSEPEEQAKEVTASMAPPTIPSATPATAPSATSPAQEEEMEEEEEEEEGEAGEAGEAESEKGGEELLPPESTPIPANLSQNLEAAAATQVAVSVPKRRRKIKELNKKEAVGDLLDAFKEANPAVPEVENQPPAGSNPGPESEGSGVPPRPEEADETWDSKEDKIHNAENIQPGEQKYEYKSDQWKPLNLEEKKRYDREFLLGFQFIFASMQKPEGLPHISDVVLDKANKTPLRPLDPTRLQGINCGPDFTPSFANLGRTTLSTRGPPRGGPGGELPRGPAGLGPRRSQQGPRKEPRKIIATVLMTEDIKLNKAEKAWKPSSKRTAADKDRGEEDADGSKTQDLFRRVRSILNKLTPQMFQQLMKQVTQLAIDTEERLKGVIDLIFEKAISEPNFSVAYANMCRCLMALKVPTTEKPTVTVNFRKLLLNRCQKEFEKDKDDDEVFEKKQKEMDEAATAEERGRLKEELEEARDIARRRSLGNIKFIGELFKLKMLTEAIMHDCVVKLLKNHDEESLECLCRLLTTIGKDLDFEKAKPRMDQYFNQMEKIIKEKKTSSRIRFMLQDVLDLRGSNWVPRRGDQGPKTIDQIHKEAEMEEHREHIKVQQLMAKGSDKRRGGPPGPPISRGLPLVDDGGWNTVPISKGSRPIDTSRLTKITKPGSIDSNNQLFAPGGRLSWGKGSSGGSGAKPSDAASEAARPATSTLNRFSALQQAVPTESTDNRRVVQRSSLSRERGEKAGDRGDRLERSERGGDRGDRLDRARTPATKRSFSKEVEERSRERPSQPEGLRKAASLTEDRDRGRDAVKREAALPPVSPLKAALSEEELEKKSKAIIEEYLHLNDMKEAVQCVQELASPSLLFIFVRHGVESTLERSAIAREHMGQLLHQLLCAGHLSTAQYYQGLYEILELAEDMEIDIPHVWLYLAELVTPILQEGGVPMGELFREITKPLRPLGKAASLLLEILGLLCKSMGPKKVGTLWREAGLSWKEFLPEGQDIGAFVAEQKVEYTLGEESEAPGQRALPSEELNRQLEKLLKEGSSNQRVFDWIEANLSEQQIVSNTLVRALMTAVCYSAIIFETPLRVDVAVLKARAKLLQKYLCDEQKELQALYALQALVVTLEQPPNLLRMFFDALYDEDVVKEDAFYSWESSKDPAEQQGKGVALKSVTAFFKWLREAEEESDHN
EP2 modulator = EP2 receptor modulators, cAMP readout, primary screen, cell-based, HTRF cAMP, PGE2 stimulation. AID 940, 2007. EP2-expressing cells, cAMP HTRF FRET, PGE2 co-stimulation. induction, % at 25 µM. 0.83% of 260,000 active;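 active = compounds whose cAMP rise, as percent of the full-agonist control response, exceeds 60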;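 also: rat C6 glioma line stably carrying human EP2 under a CMV promoter; the protocol text gives 20 µM as final concentration; 100% = response of wells given 1 µM PGE2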
NPY2 pot ag = NPY-Y2 potentiators or agonists, primary screen, cell-based; activation, % at 3.6 µM; 0.45% of 220,000 active; AID 1359, 2008; cells expressing NPY-Y2, potentiator/agonist read-out; Neuropeptide Y receptor type 2 (Homo sapiens), P49146; in the data active = activation above about 27%;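 also: cells stimulated with NPY near EC25 plus isoproterenol at EC100; 0% = vehicle plus submaximal agonist and 100% = vehicle plus saturating agonist; some results beyond the cut were filed as inactive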
Active calls of the source: *; · = not tested or not shown; [ ] = another dose, or the depositor's remark. Only part of the results is shown; count on the stated rates, not on these rows.

structure	p97 inhibitor	NPY-Y1 antag	PGE2 EP2 inh	S1P4 antag	NPY1 pot ag	S1P4 agonist	eIF4E 4G PPI	EP2 modulator	NPY2 pot ag
CC(C)C(=O)N1CCN(c2ccc([N+](=O)[O-])c(NC(C)c3ccccc3)c2)CC1 (stereo not given)	3	9	11	-4	-1	2.6	-5	42	5
Cc1cc(C(=O)OCC(=O)NCc2ccc(Cl)cc2)c(C)o1	5	-2	4	-3	-1	0.6	2	19	-11
C/C(=N\NC(=O)CN(c1ccccc1Br)S(C)(=O)=O)c1ccc2c(c1)OCCO2	4	5	10	-9	13	-0.2	7	20	-8
C=C(C)Cn1c(SCC(=O)O)nc2c1c(=O)[nH]c(=O)n2C	3	-1	9	-18	13	-0.2	-4	-4	-1
CCC(CC)C(=O)N(c1ccc(F)cc1)C1C=CS(=O)(=O)C1 (stereo not given)	2	3	6	4	-6	3.0	-19	22	-8
Cc1cc(=O)[nH]c(SCC(=O)Nc2ccc(C(=O)O)cc2)n1	-3	5	2	-6	-1	0.8	-2	-8	-18
COc1ccc2c(CC(=O)N(C)CC3COc4ccccc4O3)coc2c1 (stereo not given)	6	2	7	-19	0	2.7	-11	-6	16
CCOc1cc(/C=N/NC(=O)CN2CCOCC2)ccc1OCc1ccc(Cl)cc1	1	5	11	-8	21	1.1	-5	-14	8
Cc1cc(N2CCN(C)CC2)nc2ccc(NC(=O)CCC(=O)NCCC(C)C)cc12	0	-6	7	7	13	-1.5	6	-11	7
CCCCNC(=O)CSc1nc2ccccc2c(=O)n1CCNC(C)=O	8	-3	3	-10	3	-0.9	-1	36	1
CSc1nc(C)c2c(c1C#N)CCCC2	0	16	8	5	-4	1.4	-1	33	-4
O=C(C1CCN(S(=O)(=O)c2cccc3nsnc23)CC1)N1CCN(c2ccccc2F)CC1	0	12	10	-27	0	1.4	5	-46	9
O=C(NC1C2CC3CC(C2)CC1C3)c1ccc(N2CCNCC2)c([N+](=O)[O-])c1 (stereo not given)	0	·	16	1	46	0.0	-1	-24	29
Cc1ccc(NC(=O)c2cc(-c3ccco3)nc3ccccc23)cc1S(=O)(=O)N1CCOCC1	10	10	7	4	-23	0.7	9	-36	-42
COc1ccc(/C(C)=N/OCC(=O)N=Nc2c(O)[nH]c3ccccc23)cc1	0	-2	5	-19	-2	4.3	4	12	2
Cc1sc(-c2ccncc2)nc1OC(=O)c1ccc(F)cc1F	-3	-4	1	-22	-2	2.6	1	-3	21
O=C1NC2(CCOc3ccccc32)C(=O)N1CC(=O)N(Cc1ccccc1)C1CCS(=O)(=O)C1 (stereo not given)	-1	-2	10	-6	13	1.4	-5	27	-20
Cc1ccc(-c2nnc(CSc3nnc(COc4cccc5ccccc45)n3-c3ccccc3)o2)cc1	-8	10	·	1	-5	0.3	-29	-16	-15
COc1cccc(C(c2c(N)n(C)c(=O)n(C)c2=O)C(C)[N+](=O)[O-])c1 (stereo not given)	-4	·	12	-2	4	0.9	-5	-29	1
O=C(CSCc1ccccc1)N1CCN(c2cccc(C(F)(F)F)c2)CC1	3	4	15	11	-11	0.2	-5	22	-1
O=C(c1csc2ccccc12)N1CCCCCC1	4	1	3	-9	14	0.2	-2[fluorescence artefact?]	15	8
Cn1ncc(Cl)c1C(=O)NC1C2CC3CC(C2)CC1C3 (stereo not given)	14	0	3	16	-4	-3.2	-1	32	-14
CC(=O)c1nn(-c2cccc(Cl)c2)cc1C(=O)c1ccco1	-4	4	14	-3	18	-1.5	-5	-6	-3
CCOC(=O)CNC(=O)CSc1nnc(-c2ccccc2OC)n1CC	-1	2	13	-17	9	1.0	2[fluorescence artefact?]	20	9
Cn1cccc1Cc1nnc(SCC(=O)NCc2ccco2)n1-c1ccc(F)cc1	-5	-1	-1	5	-1	-3.1	2	-1	-22

Molecules listed so far with a Cl atom, in the order listed:
structure	p97 inhibitor	NPY-Y1 antag	PGE2 EP2 inh	S1P4 antag	NPY1 pot ag	S1P4 agonist	eIF4E 4G PPI	EP2 modulator	NPY2 pot ag
Cc1cc(C(=O)OCC(=O)NCc2ccc(Cl)cc2)c(C)o1	5	-2	4	-3	-1	0.6	2	19	-11
CCOc1cc(/C=N/NC(=O)CN2CCOCC2)ccc1OCc1ccc(Cl)cc1	1	5	11	-8	21	1.1	-5	-14	8
Cn1ncc(Cl)c1C(=O)NC1C2CC3CC(C2)CC1C3 (stereo not given)	14	0	3	16	-4	-3.2	-1	32	-14
CC(=O)c1nn(-c2cccc(Cl)c2)cc1C(=O)c1ccco1	-4	4	14	-3	18	-1.5	-5	-6	-3

The listing picks up, repeating the 2 entries before the break.
structure	p97 inhibitor	NPY-Y1 antag	PGE2 EP2 inh	S1P4 antag	NPY1 pot ag	S1P4 agonist	eIF4E 4G PPI	EP2 modulator	NPY2 pot ag
CCOC(=O)CNC(=O)CSc1nnc(-c2ccccc2OC)n1CC	-1	2	13	-17	9	1.0	2[fluorescence artefact?]	20	9
Cn1cccc1Cc1nnc(SCC(=O)NCc2ccco2)n1-c1ccc(F)cc1	-5	-1	-1	5	-1	-3.1	2	-1	-22
COc1ccccc1NC(=O)C1=C(C)NC2=C(C(=O)CC(c3ccc(OC)c(OC)c3)C2)C1c1coc2ccccc2c1=O (stereo not given)	10	-2	10	15	-45	-4.2	-1	-25	6
COc1cc2c(cc1OC)C1(C)N(CC2)C(C(C)=O)=NN1c1ccc(Cl)cc1 (stereo not given)	2	·	5	17	-1	0.0	4	44	-5
COc1cc(/C=C/C(=O)O)cc(S(=O)(=O)NCC2CCCO2)c1OC (stereo not given)	5	·	4	4	5	2.2	-1	16	4
CCN(CC)CCN(C(=O)c1ccc(S(=O)(=O)N2CCCCC2)cc1)c1nc2cc3c(cc2s1)OCO3	-6	5	9	-9	-2	-0.6	-1	-6	-5
Cc1c(C(=O)c2ccccc2)c2ccccn2c1CCC#N	-2	·	8	8	-5	-1.3	-8	-5	-3
NC(=O)c1cc(NC(=O)c2ccc(NS(=O)(=O)c3cccs3)cc2)cc(C(N)=O)c1	3	·	7	6	3	0.9	-12	22	17
Cn1c2c(c(=O)n(C)c1=O)C(NS(=O)(=O)c1ccccc1)(C(F)(F)F)C(=O)N2 (stereo not given)	0	6	12	20	-4	0.0	1	-4	7
C/C(=N\N1CCN(C)CC1)c1ccc(OC(F)F)cc1	2	5	2	0	10	0.8	-1	-4	-6
O=[N+]([O-])c1ccc(OCCN2CCCCCC2)cc1	2	1	26	-5	-5	0.0	-4[fluorescence artefact?]	14	1
CCCCC(=O)NCCc1cc2c(C)ccc(C)c2[nH]c1=O	-4	3	7	-11	8	-1.6	·	·	-1
CC1=NN(C(C#N)c2cccc([N+](=O)[O-])c2)C(C)(C)C1 (stereo not given)	-2	1	4	-20	16	-0.1	3	5	2
CCCOC(=O)c1cccc(NC(=O)C(C)(C)C)c1	3	7	7	2	-2	-1.8	-1[fluorescence artefact?]	3	-3
CCC(C)NC(=O)Cn1cccc1C(=O)c1ccccc1 (stereo not given)	0	0	3	19	-27	-1.2	1	-1	5
COc1cc(C)ccc1OCCCON1C(=O)CCC1=O	0	-3	5	-7	-16	2.4	-1	-1	-1
COc1cccc(C(=O)Nc2cccc3c2ccc2cccn23)c1	6	-1	4	0	-3	-2.8	4	-61	6
Cc1ccc2cc3cc(C(=O)N(CC(=O)NC4CCCC4)c4cccc(C)c4C)sc3nc2c1	-1	4	10	1	-3	0.9	-5	5	-11
NC(=O)C(CC(=O)O)NC(=O)[C@@H]1CCCNc2c(I)cc([N+](=O)[O-])cc2C(=O)N[C@@H](CO)C(=O)N[C@@H](Cc2ccc(O)cc2)C(=O)N1 (stereo not given in full)	2	-2	4	-14	-5	1.7	4	36	-1
O=C(O)c1cccc(NC(=O)c2ccc3c(c2)C(=O)N(CC2CCCO2)C3=O)c1 (stereo not given)	-2	2	4	6	-16	0.7	-3[fluorescence artefact?]	12	-6
CCOC(=O)c1c(NC(=O)Cc2cccs2)sc2c1CCCC2	-8	16	1	-3	-62	-1.6	-8	20	-22
COc1ccc(-n2c(C)nnc2SCC(=O)N2C(C)CCCC2C)cc1 (stereo not given)	2	-5	6	-14	1	0.4	6	15	6
O=c1[nH]c(CSc2nnc(-c3cccnc3)n2C2CCCCC2)nc2ccccc12	4	5	·	12	16	-0.8	4[fluorescence artefact?]	-37	2
CCc1nc(SCc2nnc(-c3ccc(C)cc3)o2)c2c(C)c(C)sc2n1	1	3	13	-15	1	-3.3	·	·	-6
S=C(NCc1ccccn1)Nc1ccc(Cl)c(Cl)c1	2	-2	·	3	-2	3.2	0	-11	6
CCCCCOC(=O)C1[C@H]2C(=O)N(c3ccccc3CC)C[C@]23C=C[C@H]1O3 (stereo not given in full)	3	-4	4	-2	7	2.0	-8	-1	13
CCCn1nnc(NC(=O)/C=C/c2ccccc2)n1	5	-4	10	7	-8	-0.2	0	-22	4
C=CCn1c(SCC(=O)NC2CCCCC2)nnc1-c1ccc(OC)cc1	-5	-2	6	-1	-2	0.0	-1[fluorescence artefact?]	25	-7
S=C1NCCOCCNC(=S)NCCOCCOCCOCCN1	1	-2	3	-7	0	-1.2	5	23	-15
CCCC(=O)Nc1nc2nc(-c3ccccc3)cc(=O)n2[nH]1	0	1	8	-7	-31	1.0	-9[fluorescence artefact?]	21	-4
